High-throughput results from PubChem.
a7 integrin act – integrin-mediated muscular dystrophy alleviation activation; alpha7betagal myoblasts, beta-gal FDG fluorescence, 48 h; Potency, µM (titrated, usually from 38.3 µM), for the others: top-dose activation, most hits filed as activators; 350,000 compounds, 0.064% hits;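 also: potency is read from the fitted curve at half-maximal effect; 100% = response of the positive control SU9516; nearly all actives have a fitted effect of over 60% in size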
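Alpha7betagal+/- myoblasts (passage 13) were plated 16-24 hr, then exposed to compounds (1:260 dilution of DMSO stock) for 48 hours at 37C. After MPER lysis, β-galactosidase reporter activity was read as FDG fluorescence (ex 480/em 540) after 30 minutes.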
GALK inhibitor – blocks human galactokinase activity; P51570; Purified GALK, Kinase-Glo residual ATP luminescence; Potency, µM (titrated, usually from 57.5 µM), without a hit: at the highest dose activity change, negative = inhibition, actives largely listed as inhibitors; 270,000 compounds, 0.007% hits; AID 1868; also: potency is read from the fitted curve at half-maximal effect; % is scaled to controls: 0 for no effect and ±100 for the full control effect
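GALK at 5 nM final was combined with compound, 35 uM ATP and 100 uM galactose in HEPES pH8.0 with MgCl2 and DTT. The reaction ran one hour at room temperature before luminescent ATP detection.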
hERG WT inh – blocks the wildtype human KCNH2 potassium channel. activity change, % at 1.84 µM. AID 720551. 340,000 compounds, 0.37% hits. U2OS, BacMam KCNH2, thallium flux FluxOr; hits give low values;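 active = maximum activity change below -70%; inconclusive = maximum activity change between -70% and -50%; inactive = maximum activity change above -50%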; also: % is scaled to controls: 0 for no effect and ±100 for the full control effect
Target sequence (Q12809 whole entry, looked up): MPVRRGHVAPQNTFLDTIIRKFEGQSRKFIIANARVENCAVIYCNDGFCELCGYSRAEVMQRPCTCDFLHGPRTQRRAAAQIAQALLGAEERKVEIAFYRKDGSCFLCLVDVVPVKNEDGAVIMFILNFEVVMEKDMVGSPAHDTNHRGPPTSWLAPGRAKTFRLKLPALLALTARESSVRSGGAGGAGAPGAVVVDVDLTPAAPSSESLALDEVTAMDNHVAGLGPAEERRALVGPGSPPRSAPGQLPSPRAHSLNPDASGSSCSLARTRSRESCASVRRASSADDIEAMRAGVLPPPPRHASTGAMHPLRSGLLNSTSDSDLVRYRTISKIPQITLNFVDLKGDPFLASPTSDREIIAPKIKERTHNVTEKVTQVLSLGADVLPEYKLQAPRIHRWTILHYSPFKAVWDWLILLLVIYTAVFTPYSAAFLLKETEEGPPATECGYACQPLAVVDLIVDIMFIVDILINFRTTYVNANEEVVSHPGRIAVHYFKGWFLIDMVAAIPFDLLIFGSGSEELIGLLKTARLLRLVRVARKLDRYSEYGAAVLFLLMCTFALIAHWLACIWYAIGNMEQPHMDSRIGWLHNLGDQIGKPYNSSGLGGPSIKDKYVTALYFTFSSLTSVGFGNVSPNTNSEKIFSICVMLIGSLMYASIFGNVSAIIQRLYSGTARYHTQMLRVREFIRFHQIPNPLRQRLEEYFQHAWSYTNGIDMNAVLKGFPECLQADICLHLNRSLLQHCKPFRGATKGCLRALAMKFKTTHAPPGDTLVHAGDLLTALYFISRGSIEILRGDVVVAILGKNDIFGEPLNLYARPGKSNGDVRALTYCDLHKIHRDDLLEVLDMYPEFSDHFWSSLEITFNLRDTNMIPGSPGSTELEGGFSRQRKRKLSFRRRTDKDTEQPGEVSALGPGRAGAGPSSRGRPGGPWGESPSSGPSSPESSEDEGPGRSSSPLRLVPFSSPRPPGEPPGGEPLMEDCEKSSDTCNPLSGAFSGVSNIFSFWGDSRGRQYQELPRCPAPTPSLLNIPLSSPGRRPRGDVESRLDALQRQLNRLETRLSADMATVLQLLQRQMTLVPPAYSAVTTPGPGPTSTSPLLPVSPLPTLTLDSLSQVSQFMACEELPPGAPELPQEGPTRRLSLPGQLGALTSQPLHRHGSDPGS
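U2OS cells were transduced with wild-type KCNH2 virus (2.03 x 10^8 / mL) for 4 h at room temperature, then cultured overnight at 37 C. Thallium flux was read with FluxOr dye. Rate constants were normalized to DMSO controls.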
TRPV1 agonist – activates the human vanilloid receptor TRPV1. activation, % at 8.33 µM. 320,000 compounds, 0.19% hits. AID 540275. TRPV1-expressing cells, Fluo-8 calcium influx, agonist mode. Q8NER1; in the data active = activation above about 80%; inconclusive = between about 30% and that limit; also: 0% is about no effect
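Fluo-8 calcium influx in TRPV1-expressing cells, kinetic read (ex 480/em 520 nm). Compound added and read 3 min for agonist activity, followed by capsaicin at EC20 final and 2 min further read for enhancement.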
FBPA coupling cs – inhibits coupling enzyme system, counter-screen for aldolase hits | coupling enzyme system counterscreen, AmpLite Red fluorescence | activity change, negative = inhibition, % at 58.2 µM, hits read low | 290,000 compounds, 0.67% hits; in the data active = activity change below about -30%; also: % is scaled to controls: 0 for no effect and ±100 for the full control effect
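Counterscreen lacking aldolase: glyceraldehyde-3-phosphate coupling-enzyme reagent preincubated 10 min at RT with compound (at 57.5 uM final), then substrate/coupling system with AmpLite Red added; fluorescence read at 525/598 nm after 20 min RT.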
A-T KAP1 phos – potential ataxia-telangiectasia treatments restoring KAP-1 phosphorylation; […] A-T fibroblasts, KAP-1 phosphorylation AlphaLISA; neocarzinostatin DNA damage 30 min before lysis; Potency, µM (highest dose often 57.5 µM), inactives show at the highest dose activation, actives largely listed as activators; 320,000 compounds, 0.19% hits; also: potency is read from the fitted curve at half-maximal effect; % of control where 0% means no effect; nearly all actives have a fitted effect of over 45% in size
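hTERT-immortalized A-T patient fibroblasts ([…]), 500 cells/well in OPTI-MEM, 1% FBS, got compounds for 60 min, then NCS for 30 min at 37C. Lysates were then assayed for phospho-KAP-1 by AlphaLISA (anti-pKAP1 donor, anti-KAP1 acceptor beads), 6 hr at 25C.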
MBNL1-CUG inh – blocks human MBNL1 binding to CUG repeat RNA | TR-FRET MBNL1-His/biotin-(CUG)12 binding, 665/545 ratio | Q9NR56 | Potency, µM (series often up to 57.5 µM), inactives show at the highest dose activity change, negative = inhibition, usual class: inhibitors | 280,000 compounds, 0.036% hits; active = well fitted inhibition curve with a large enough effect in the signal ratio, with a control signal flat, not every such curve was filed as active; inconclusive = small, poorly fitted or top-dose-only effect, or effect the other way, or a change in a side signal; inactive = no such curve, though single readings can be large or run the other way; the % refers to the signal ratio; also: potency is read from the fitted curve at half-maximal effect; % is scaled to controls: 0 for no effect and ±100 for the full control effect
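His-tagged MBNL1 binding to biotinylated (CUG)12 RNA was measured by TR-FRET using terbium anti-His antibody (0.055 ng/ul final) and streptavidin-XL665 (5 nM final). Compounds were titrated 92 nM to 58 uM; 60 min at room temperature.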
ASM inhibitor – blocks human secretory acid sphingomyelinase. placental ASM, HMU-PC fluorogenic substrate, 60 min. Potency, µM (highest dose often 57.5 µM), for the others: at the highest dose activity change, negative = inhibition, hits mostly inhibitors. AID 504937. P17405. 340,000 compounds, 0.006% hits; also: potency is read from the fitted curve at half-maximal effect
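Human placenta-derived ASM preincubated with compound 10 min at room temperature, then reacted with 9 uM (final) fluorogenic HMU-PC substrate for 60 min at 37 C. Stop solution raises pH to 10; fluorescence read at Ex 386/Em 447 nm.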
CXXC DNA block – blocks binding of human MLL CXXC domain to DNA; Q03164; MLL-CXXC / FITC-HOXA9 DNA fluorescence polarization; 290,000 compounds, 0.037% hits; Potency, µM (doses to about 115 µM), inactives show top-dose activity change, negative = inhibition, most hits filed as inhibitors; active = well fitted inhibition curve with a large enough effect in the polarisation, with a control signal flat, not every such curve was filed as active; inconclusive = small, poorly fitted or top-dose-only effect, or effect the other way, or a change in a side signal; inactive = no such curve, though single readings can be large or run the other way; the % refers to the polarisation; also: potency is read from the fitted curve at half-maximal effect
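Purified MLL-CXXC (added from a 7 uM solution) was preincubated 5 min at ambient with pinned compounds in 50 mM Tris-HCl pH 7.5, 50 mM NaCl, 1 mM DTT, 0.05% BSA. Fluorescein-labeled HOX-A9 DNA (50 nM solution) followed, 30 min, then polarization read.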
KCNH2 3.1 block – blocks the human KCNH2 3.1 channel isoform. U2OS KCNH2 3.1, thallium flux FluxOr; hits give low values. activity change, % (tested at about 1.8 µM). 340,000 compounds, 0.95% hits;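 active = maximum activity change below -70%; inconclusive = maximum activity change from -70% to -50%; inactive = maximum activity change above -50%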;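 also: thallium influx rate constant from kinetic fluorescence after stimulation buffer; % is scaled to controls: 0 for no effect and ±100 for the full control effect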
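Normalized rate constant (relative to positive and negative DMSO controls) derived from a 2 min kinetic fluorescence read after stimulation; U2OS cells expressing the 3.1 isoform via virus at 1.77 x 10^8 /mL.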
The depositor's hits bear a star; i = inactive; ? = inconclusive; / = no result given; [ ] = dose if it differs, or a comment. Unless noted, calls follow the shape of the dose curve; as a rule, active = well fitted curve in the direction sought with a large enough effect; inconclusive = small, poorly fitted or top-dose-only effect, or another doubt; inactive = no such curve, though single readings can be large; an effect the other way counts as inactive or inconclusive. Rows were taken by chance, and some 2% of all compounds hit somewhere here.

SMILES	a7 integrin act	GALK inhibitor	hERG WT inh	TRPV1 agonist	FBPA coupling cs	A-T KAP1 phos	MBNL1-CUG inh	ASM inhibitor	CXXC DNA block	KCNH2 3.1 block
CCNc1nc(NC(C)(C)C)nc(Oc2ccc(=O)n(-c3ccccc3)n2)n1	-21%	2%	/	-6	-2	6%	2%	-1%	-7%	-4
COc1ccc(CN(Cc2cccnc2)S(=O)(=O)c2ccc(-n3cnnn3)c(OC)c2)cc1	5%	16%	9	3	0	-1%	-4%	-1%	-6%	-10
O=C(COc1ccccc1F)NC12CC3CC(CC(C3)C1)C2	21%	-2%	-30	17	2	15%	-5%	-1%	-6%	0
CCNC(=O)c1ccc2c(c1)S(=O)(=O)c1ccccc1C2=O	-14%	-1%	-1	2	1	5%	?	-4%	0%	4
CN1/C(=C\C(=O)CSc2nnc(N)s2)C(C)(C)c2ccccc21	-52%[inhibitor]	0%	-5	?	3	5%	21%	12%	-2%	/
CCN(CC)CCCNC(=S)N1CCC(c2nc3ccccc3[nH]2)CC1	13%	2%	-4	-5	-2	4%	-4%	2%	5%	7
CC(C)CNc1cc(Cl)c(S(=O)(=O)NCC(C)C)cc1C(=O)O	19%	-2%	5	-3	4	-3%	-2%	13%	-17%	-9
Nc1cc2nc3ccccc3oc-2cc1=O	-48%[inhibitor]	3%	4	9	-25	-8%	?	-13%	?	1
C[C@@H]1C[C@@H]2OC(=O)[C@]3(C)[C@H]2[C@@H](OC3(C)O)[C@]2(C)C(=O)C=C[C@H]12 (some centres not stated)	-7%	-2%	15	-6	6	40µM*	-7%	14%	-15%	8
CC(=O)c1ccc(NC(=O)c2cccc(S(=O)(=O)N3CCN(C)CC3)c2)cc1	1%	-1%	10	2	0	20%	15%	12%	-1%	5
O=C(CCCCC(=O)Sc1ccccc1)Sc1ccccc1	-5%	/	-12	/	/	/	/	-6%	/	9
COc1cc(C(=O)OCC(=O)N2CCNC2=O)cc(Cl)c1OC	2%	/	24	1	/	0%	/	-1%	/	5
CCc1nnc(NC(=O)C2CCCN2C(=O)Nc2ccc(Cl)cc2)s1 (configuration not stated)	-10%	-3%	-2	-9	-1	6%	2%	-1%	-2%	8
Clc1c(Cl)c(Cl)c2n[nH]nc2c1Cl	-6%	1%	19	-5	21	-2%	10%	-7%	-2%	29
CCOC(=O)c1ccc(-c2c(-c3ccccc3OC)sc3cc4c(cc23)OCO4)cc1F	16%	/	12	0	/	22%	/	21%	/	-5
CC(C)(C)OC(=O)N(CCc1ccccc1)Cc1ccc(OCc2cccc(NC(=O)C3CCC3)c2)cc1	-6%	/	0	/	/	/	/	-2%	/	-11
CCOC(=O)C1=C(C)N=c2s/c(=C\c3ccc(OCC(=O)O)cc3)c(=O)n2C1c1ccccc1OC (configuration not stated)	?	-1%	-6	0	9	-8%	?	10%	19%	2
CCN(CC)/C(Sc1ccccc1)=C(/C(Cl)=C(Cl)Cl)[N+](=O)[O-]	-29%	-4%	3	-3	-3	-1%	-6%	0%	12%	-18
CCCCNc1c(-c2ccc(SC(C)CC)cc2)nc2cnccn12 (configuration not stated)	-47%	/	-21	/	/	28µM*	/	/	/	-30
Cc1ccc(C(=O)NC(=S)NCC(=O)c2ccccc2)cc1	11%	0%	11	4	1	-11%	7%	2%	-3%	-14
CCOc1ccc(NC(=S)NC(=O)/C=C/c2ccco2)cc1	-20%	-4%	-13	0	0	-2%	2%	-4%	7%	4
Cc1ccc(-c2nc(CS(=O)CC(=O)NCCN3CCOCC3)c(C)o2)cc1 (configuration not stated)	12%	2%	-4	-3	1	8%	-7%	0%	-2%	1
Cn1c(=O)c2cc(S(=O)(=O)NCCC(=O)NC3CCCCCCC3)ccc2n(C)c1=O	31%	-1%	19	-3	6	-5%	-6%	-2%	0%	14
O=C(/C=C/Nc1cccc(C(F)(F)F)c1)C(F)(F)F	-1%	3%	8	-2	-4	-3%	7%	1%	12%	0
Cc1nn(-c2ccccc2)c(C)c1/C=N/NC(=O)c1cc(-c2ccccc2)n[nH]1	-11%	4%	-8	-1	2	-9%	-4%	-23%	93%[activator]	/
SMILES	a7 integrin act	GALK inhibitor	hERG WT inh	TRPV1 agonist	FBPA coupling cs	A-T KAP1 phos	MBNL1-CUG inh	ASM inhibitor	CXXC DNA block	KCNH2 3.1 block
N#Cc1ccc(Oc2cc(C(F)(F)F)nc(-c3ccccn3)n2)cc1	-7%	-2%	5	-1	3	2%	1%	-3%	-5%	7
O=C(NCCNC(=O)c1cc(OCC(F)(F)F)ccc1OCC(F)(F)F)Nc1ccc(OC(F)(F)F)cc1	9%	-2%	6	14	-3	7%	-2%	-4%	25%	-29
Cc1ccc(C(=O)CSc2nnc3ccccn23)c(C)c1	30%	-3%	7	-2	3	-3%	2%	-2%	1%	7
O=C(NCCc1ccc(Cl)cc1)C1CCN(S(=O)(=O)c2ccc(Br)s2)CC1	4%	8%	13	-5	2	0%	-13%	1%	4%	-15
O=C(Nc1cccs1)Nc1c(F)cc(F)cc1Br	0%	0%	-7	23	1	5%	/	-2%	4%	2
COc1ccc(CN2CCCC(C(=O)c3ccc(Cl)cc3)C2)cc1Cn1cncn1 (configuration not stated)	16%	4%	8	4	-2	-5%[11.5 µM]	-10%	-2%	3%	-36
COc1ccc(NC(=O)N2c3ccc(OC)cc3C(C)=CC2(C)C)cc1	-34%	/	/	2	-36*	8%	17%[11.5 µM]	i	-6%	4
O=C(Cn1cnc2ccccc21)OCC(=O)N1CCCCC1	8%	/	-9	/	/	6%	/	0%	/	11
Cc1ccc(NC(=O)CCn2cccc2)cc1Cl	-16%	0%	0	5	-3	-1%	9%	-3%	2%	-8
CN1CCN(S(=O)(=O)c2ccc3c(c2)C(C)(C)C(=O)N3C)CC1	-13%	/	-9	-8	-2	-4%	-3%	1%	/	-10
COc1ccc(S(=O)(=O)N2CCCCCC2)cc1C(=O)N(C)CC(=O)Nc1c(Cl)cccc1Cl	7%	/	-1	2	/	-2%	/	0%	/	-9
O=C(NCc1ccc(Cl)s1)c1cc(COc2c(F)cccc2F)on1	9%	-3%	-4	23	0	0%[11.5 µM]	-13%	-1%	11%	0
Nc1nc(-c2cccnc2)nn1C(=O)c1ccccc1Cl	-2%	-2%	0	-4	-1	-1%	2%	-2%	-5%	11
CCN(CC)S(=O)(=O)c1ccc(/C=C/C(=O)OCC(=O)NCc2cccs2)cc1	-22%	/	11	10	/	14%	/	-1%	/	-2
C=CCn1c(COc2ccc(OC)cc2)nnc1SC(C)C(=O)NC1CC1 (configuration not stated)	-13%	/	-8	1	/	4%	/	4%	/	9
CCOc1ccc(CN2CCNC(=O)C2CC(=O)N(C)C2CCCCC2)cc1 (configuration not stated)	-19%	7%	-13	4	-1	-3%	6%	2%	1%	11
O=C(NCCCN1CCN(C2CCCCC2)CC1)Nc1ccccc1C(F)(F)F	2%	-1%	22	4	5	0%	-7%	1%	2%	-19
COc1ccc(-c2csc(NC(=O)c3ccc(S(C)(=O)=O)cc3)n2)cc1	-30%	7%	2	2	-1	2%	56%[activator]	?	-4%	18
CNC(=O)CC1C(=O)N(C)C(=S)N1NC(=O)c1ccccc1 (configuration not stated)	25%	-1%	2	2	3	-14%	/	1%	-5%	-12
COC(=O)c1ccccc1NC(=O)NC1CCCC1	7%	0%	-11	10	-2	2%	10%	-1%	4%	4
COCCCNC(=O)c1ccc2c(c1)CCN2S(C)(=O)=O	7%	6%	-46	2	1	/	1%	2%	-6%	-9
O=C(Nc1ncc(S(=O)(=O)c2ccc([N+](=O)[O-])cc2)s1)c1cccc2ccccc12	25%	-1%	-9	9	6	11%	/	-9%	5%	-18
COC(=O)c1sccc1NC(=O)Nc1ccc(OC)c(OC)c1	25%	4%	5	8	/	2%	5%	1%	3%	11
O=C(CN1CCOCC1)Nc1ccc(Oc2ccc(NC(=O)CN3CCOCC3)cc2)cc1	-9%	0%	-27	-1	1	5%	-13%	-1%	1%	-16
CCOc1ccc2[nH]c(C)cc(=O)c2c1	5%	-4%	1	0	-22	-2%	-10%	6%	4%	0
Cc1nn(C)c(C)c1S(=O)(=O)N(CC(=O)NCc1cccs1)c1ccc(C(C)C)cc1	13%	2%	-18	-1	6	0%	-4%	-1%	0%	-11
CC(Oc1cccc(Cl)c1)C(=O)Nc1cc(=O)n(C)c(=O)n1C (configuration not stated)	-9%	-2%	0	?	4	-3%	-2%	1%	-4%	-7
Cc1cc(C)n2ncc(C(=O)Nc3ccc4c(c3)OCO4)c2n1	-6%	0%	-7	0	0	10%	4%	2%	1%	-8
CC(=O)N1N=C(C)CC1c1ccc(OCc2ccccc2)cc1 (configuration not stated)	30%	0%	-9	3	0	0%	?	9%	1%	11
Oc1ccc(Br)cc1-c1cc(-c2ccccc2F)[nH]n1	-3%	0%	-3	0	0	9%	1%	-7%	24%	-2
